SIRT5 block: sirtuin-5 (human) deacylase inhibition. inhibition, % at 15 µM. hit rate 1.1% among 330,000. Purified SirT5, succinyl-peptide AMC, trypsin-coupled fluorescence. Q9NXA8; in the data active means inhibition above about 15%
Target sequence (Q9NXA8 whole entry, looked up): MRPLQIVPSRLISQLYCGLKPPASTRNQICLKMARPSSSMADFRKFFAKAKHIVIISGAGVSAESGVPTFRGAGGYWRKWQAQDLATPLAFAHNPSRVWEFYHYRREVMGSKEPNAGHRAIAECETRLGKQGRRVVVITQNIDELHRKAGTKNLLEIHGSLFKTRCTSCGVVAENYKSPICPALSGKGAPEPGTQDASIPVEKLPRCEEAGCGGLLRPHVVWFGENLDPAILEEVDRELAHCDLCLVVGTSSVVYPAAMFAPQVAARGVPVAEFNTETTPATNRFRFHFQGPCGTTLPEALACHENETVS
miR122 inh: inhibitors of miR-122 in Huh7 cells; Huh7 miR-122 Renilla luciferase sensor, 48 h; neutral wells = 0, positive control = 100; activation (reporter increase), % at 12.5 µM; hit rate 0.3% among 340,000;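 active means mean replicate activation score at least 90 and every replicate individually at or above 90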;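 further: higher luciferase means less miR-122 activity so hits act as miR-122 inhibitors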
ERp5 block: inhibitors of human ERp5; Q15084; hit rate 0.05% among 350,000; ERp5 insulin aggregation, absorbance 650 nm, 90 min; inhibition, % at 9.99 µM;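 active means mean replicate inhibition above about 25%, with every replicate also reaching it, limit read from the data, passing the limit was not always enough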
Target sequence (Q15084 whole entry, looked up): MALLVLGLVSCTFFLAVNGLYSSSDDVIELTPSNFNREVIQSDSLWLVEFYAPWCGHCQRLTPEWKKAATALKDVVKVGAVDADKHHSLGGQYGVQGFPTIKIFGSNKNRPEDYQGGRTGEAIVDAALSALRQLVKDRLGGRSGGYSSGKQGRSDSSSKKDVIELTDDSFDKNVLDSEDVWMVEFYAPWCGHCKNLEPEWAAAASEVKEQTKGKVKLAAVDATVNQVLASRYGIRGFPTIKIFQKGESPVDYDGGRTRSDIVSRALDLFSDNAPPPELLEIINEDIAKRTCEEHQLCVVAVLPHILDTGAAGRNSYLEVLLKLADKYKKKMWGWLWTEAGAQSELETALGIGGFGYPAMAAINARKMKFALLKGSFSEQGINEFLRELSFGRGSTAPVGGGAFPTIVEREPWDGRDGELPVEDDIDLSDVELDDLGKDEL
esBAF inh: blocks esBAF chromatin remodeling in mouse ES cells | reporter increase, % at 12.5 µM | hit rate 2% among 350,000 | AID 602393 | Bmi1-luciferase knock-in reporter, 24 h; 100% = twice the neutral-well signal; in the data active means activation above about 40%;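 further: 0% = median of the plate's neutral control wells and 100% = double that signal; a rise in the Bmi1 reporter signal indicates esBAF inhibition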
ARNT TACC3 PPI: disrupts binding between human ARNT and TACC3 | AID 623870 | inhibition, % at 9.99 µM | hit rate 0.66% among 390,000 | AlphaScreen His-ARNT PAS-B/GST-TACC3 binding, luminescence; TACC3 fragment carries E629A point mutation;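 active means mean inhibition of replicates at least 50% and at least half of replicates each reaching 50%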;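 further: 0% = complete ARNT plus TACC3 wells and 100% = ARNT alone without TACC3; many hits fall short of the cut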
C2C12 statin: suppression of simvastatin myotoxicity; rescue of ATP level, % at 7.49 µM; hit rate 0.78% among 330,000; C2C12 myotubes + simvastatin, ATP luminescence, 48 h; scaled: DMSO 0, geranylgeraniol control 100;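 active means mean ATP rescue above about 67%, or every replicate alone reaching that limit, limit read from the data, passing the limit was not always enough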;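 further: myotubes were challenged with 10 µM simvastatin during compound exposure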
Cneo AK release: Cryptococcus neoformans lysis via adenylate kinase release; C. neoformans lysis, adenylate kinase release luminescence, 4 h; normalised: neutral wells 0, clomiphene wells 100; lysis activity, % at 15 µM; hit rate 0.2% among 360,000;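 active means mean lysis activity across replicates of at least 80%, whatever share of replicates individually reach that level; inactive means mean lysis activity below 80%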
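Material: C. neoformans cells | Amount: Yeast cell density of 5 × 10^6 cells/mL | Medium: Fresh YPD growth medium | Dosing: Single dose | Times: Static 4 h at 37 °C with compound, 1 h detection | Detection: AK luminescence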
Numbers without * were called inactive; nt = no result given; [ ] = another dose, or the depositor's remark.

smiles,SIRT5 block,miR122 inh,ERp5 block,esBAF inh,ARNT TACC3 PPI,C2C12 statin,Cneo AK release
COc1cccc(-c2c(C(=O)N/N=C(\C)c3ccco3)nnn2-c2nonc2N)c1,-3,nt,1,-10,-2,-9,1
Cc1ccc(-c2csc3nnc(SCC(=O)NCc4ccc5c(c4)OCO5)n23)cc1,nt,0,nt,2,-9,27,3
O=C(N/N=C/C(Cl)=C/c1ccccc1)c1ccco1,6,-4,6,70*,3,0,-4
CCNC(=O)c1cccc(NC(=O)C2CC(=O)N(CCc3ccccc3)C2)c1 (stereo unspecified),0,-11,3,-9,0,-8,2
CNC(=O)CSc1nc2cccnc2n1C1CCCCC1,-3,-6,-3,-5,-28,31,2
CO[C@@H]1CN(C)C(=O)c2ccc(NC(C)=O)cc2OC[C@@H](C)N(C(=O)c2ccccc2F)C[C@H]1C,nt,-35[16.7 µM],nt,6,4,0,-4
CN(C)CCCN(C(=O)c1cc(-c2cccs2)nc2ccccc12)c1nc2ccc(F)cc2s1,-3,-9,4,-8,-1,-17,0
Cc1ccccc1OCC(=O)OCC(=O)c1ccc[nH]1,-1,nt,4,-2,-2,5,-1
OCCN1C2=NCCCN2c2ccccc21,-2,1,2,3,-2,10,2
Cn1cc(S(=O)(=O)N2CCc3ccccc32)cc1C(=O)NC(C)(C)C,3,-11,-4,-30,1,5,2

Three compounds from above, arranged by length of the SMILES, rising.
smiles,SIRT5 block,miR122 inh,ERp5 block,esBAF inh,ARNT TACC3 PPI,C2C12 statin,Cneo AK release
CNC(=O)CSc1nc2cccnc2n1C1CCCCC1,-3,-6,-3,-5,-28,31,2
Cc1ccc(-c2csc3nnc(SCC(=O)NCc4ccc5c(c4)OCO5)n23)cc1,nt,0,nt,2,-9,27,3
COc1cccc(-c2c(C(=O)N/N=C(\C)c3ccco3)nnn2-c2nonc2N)c1,-3,nt,1,-10,-2,-9,1

Next section
smiles,SIRT5 block,miR122 inh,ERp5 block,esBAF inh,ARNT TACC3 PPI,C2C12 statin,Cneo AK release
COc1cccc(OC)c1C1=CC(=O)C[C@H](c2ccc3c(c2)OCO3)C1,nt,3,5,1,-8,-6,-1
CCCNC(=O)COC(=O)c1ccccc1C(=O)c1ccc(Cl)c([N+](=O)[O-])c1,1,-13,-8,nt,7,nt,nt
COCc1cc(OC)nc(-c2csc(C)n2)n1,1,nt,3,4,4,-1,5
COc1ccc(CCNC(=O)c2ccc3c(c2)NC(=O)C(C(C)C)N3)cc1OC (stereo unspecified),1,-2,2,-11,7,4,2
O=C(Nc1cc(Cl)c(Cl)cc1Cl)c1cccnc1,0,-4,2,3,-1,-2,3
C[C@@H]1CCCCO[C@H](CN(C)C)[C@H](C)CN([C@H](C)CO)C(=O)c2cc(NC(=O)Cc3ccccc3)ccc2O1,0,2[16.7 µM],-1,-3,1,-7,-2
S=c1nc(Cc2ccc(Cl)cc2)[nH]c2ccccc12,-3,5,3,nt,nt,nt,nt
Cc1cc(C)cc(C(=O)NCC(=O)OCc2cc([N+](=O)[O-])cc3c2OCOC3)c1,-1,1,4,nt,-1,nt,-2
CCOC(=O)CCS(=O)(=O)c1nc(-c2ccccc2)cc(C(F)(F)F)n1,nt,-51,nt,-23,0,-4,4
CCC(=O)Nc1ccc2c(c1)C(=O)N(C)C[C@H](OC)[C@@H](C)CN(C(=O)c1ccncc1)[C@H](C)CO2,-7,-18[16.7 µM],0,-3,-2,-5,1
CCc1nnc(N2C(=N)SCC2=O)s1,3,nt,0,nt,0,nt,nt
O=c1oc2ccccc2c(O)c1C=Nc1cccnc1,2,0,1,nt,-15,nt,nt
CCOC(=O)C1(C)CCN1C(=O)c1ccoc1 (stereo unspecified),nt,-1,6,-1,nt,7,2
COC(=O)c1cc2sccc2n1Cc1ccc(C)cc1,nt,-2,nt,12,-5,-7,-3
Cc1cc(NC(=O)CCC(=O)N(CCC(C)C)CC(=O)NCC2CCCO2)no1 (stereo unspecified),nt,0,nt,2,nt,-1,0
C[C@@H]1CN([C@@H](C)CO)S(=O)(=O)c2ccc(-c3ccncc3)cc2O[C@@H]1CN(C)Cc1ccccn1,-3,5[16.7 µM],3,-9,1,-1,-5
CNc1ncnc2c1ncn2[C@H]1CN(Cc2cccs2)C[C@@H](CO)O1,4,1,0,2,nt,5,1
Nc1nc(-c2cccnc2)nc(N2CCCCC2)n1,nt,2,nt,0,-5,-4,1
Cc1ccc(NC(=O)Nc2c(C)n(C)n(-c3ccccc3)c2=O)cc1,-6,nt,0,5,-7,15,-1
Cc1cc(C)cc(OCc2nc3ncc(Br)cc3[nH]2)c1,nt,5,nt,-40,4,-46,-1
CCOc1ccc2c(c1)c(N=Nc1cccc(C(=O)O)c1)c(O)n2C,nt,-18,nt,nt,9,nt,-3
O=C(C[C@H]1CC[C@H]2NC[C@@H](O)COC[C@@H]2O1)N1CCc2ccccc2C1,nt,0[16.7 µM],nt,0,-31,6,-3
OCCN=C(c1ccccc1)C12CN3CN(CN(C3)C1)C2,nt,-11,nt,-1,-1,30,-1
Cc1ccc(C)c(OCCC(=O)OCC(=O)NC2CCS(=O)(=O)C2)c1 (stereo unspecified),2,nt,1,-9,-4,-2,-1
O=C(NCc1ccco1)c1ccc(COc2ccccc2Cl)cc1,nt,-5,nt,-2,-2,-36,2
COc1ccc2[nH]c(C)c(CCNC(=S)Nc3ccc(C)cc3)c2c1,-8,13,7,7,18,-12,0
C[n+]1c(/C=C/c2ccc3c(c2)OCO3)ccc2ccccc21,1,nt,-7,nt,1,nt,nt
C(=N/Nc1cc(N2CCOCC2)nc(N2CCOCC2)n1)/c1ccccc1,2,nt,2,nt,10,nt,nt
COc1ccc(NC(=O)[C@H](C)NC(=O)C2CCN(S(=O)(=O)c3ccc(C)cc3)CC2)cc1OC,-2,-4,nt,2,1,-2,-2
COc1ccc(Cl)cc1NC(=O)CN(C)C(=O)CCCc1c[nH]c2ccccc12,0,4,4,-1,1,20,3
COc1cc2c(c(OC)c1OC)C(c1ccccc1C)CC(=O)O2 (stereo unspecified),-4,-4,-1,2,5,-5,-1
CN(Cc1ccccc1)C(=O)COC(=O)c1cc(Cl)nc(Cl)c1,7,nt,-2,nt,-2,nt,nt
CC(C)CC#Cc1ccc2c(c1)O[C@@H](CN(C)C(=O)NC1CCCC1)[C@H](C)CN([C@@H](C)CO)S2(=O)=O,16*,5[16.7 µM],3,13,-4,nt,-4
Cc1nc([N+](=O)[O-])c(Br)n1CC(=O)c1ccc2ccccc2c1,nt,-1,nt,-1,1,12,-2
CC1CCN(S(=O)(=O)c2ccc(C(=O)N3CCOCC3)cc2)CC1,-1,nt,-1,-8,-4,1,-1
COc1ccc(S(=O)(=O)Nc2cccc3c2O[C@@H](CN(C)C(=O)Nc2ccc(F)cc2)[C@@H](C)CN([C@H](C)CO)C3=O)cc1,3,-2[16.7 µM],2,2,1,-53,-2
O=C1c2cccc3cccc(c23)C(=O)N1CCN1CCN(C(=S)Nc2ccc(Cl)cc2)CC1,nt,8,-10,nt,-3,nt,-3
Oc1ccc2ccccc2c1C=NC1CCCCC1,1,29,-2,nt,11,nt,nt
CC(C)(C)NC(=O)NC(=O)COC(=O)CCCc1c[nH]c2ccccc12,nt,-4,nt,1,9,3,1
CCc1cccc(NC(=O)c2ccc(NS(=O)(=O)c3c(C)noc3C)cc2)c1,nt,0,nt,-3,1,-97,-1
CC12CCC(=O)N1C(C(=O)Nc1ccccc1N1CCOCC1)CS2 (stereo unspecified),-1,1,2,-8,nt,7,0
COc1ccc(NC(=O)c2cc3sccc3n2Cc2ccc(F)cc2)cc1OC,nt,nt,nt,65*,-2,50,-1
CC1(C)CC(=O)C=C(c2cccc(OC(=O)c3ccc(-c4ccccc4)cc3)c2)C1=O,0,-6,0,27,nt,2,1
C#CCOCCOCCOCCNc1nc(N2CCN(C(=O)[C@H](CCCCN)n3cc(CN)nn3)CC2)nc(N2CCN(C(=O)[C@H](CCCCN)n3cc([C@@H](N)[C@H](C)CC)nn3)CC2)n1,nt,-6,8,6,16,-7,0
CCN1CCN(C(=O)c2ccccc2NC(=O)c2ccc(Cl)cc2)CC1,-3,2,-4,-2,-3,3,1
CC(C)Sc1nc(-c2ccccc2)cc(=O)[nH]1,nt,-1,nt,-16,-8,3,-2
COc1cc(C(Nc2ccc(S(=O)(=O)NCC3CCCO3)cc2)C(=O)NC(C)(C)C)cc(OC)c1OC (stereo unspecified),6,nt,0,nt,-1,nt,3
O=C(C[C@H]1CC[C@H]2[C@@H](COC[C@@H](O)CN2CCC(F)(F)F)O1)N1CCC(Cc2ccccc2)CC1,1,-1[16.7 µM],-2,1,-11,31,3
Cc1nc(N)sc1C(=O)N/N=C/c1ccc([N+](=O)[O-])cc1,-2,8,2,nt,nt,nt,0
CCO[C@@H]1OC(C(=O)N2CCN(Cc3ccc4c(c3)OCO4)CC2)=C[C@H](C(C)(C)C)[C@H]1CCCO,-1,nt,4,nt,2,nt,2

Additional records:
smiles,SIRT5 block,miR122 inh,ERp5 block,esBAF inh,ARNT TACC3 PPI,C2C12 statin,Cneo AK release
CO[C@@H]1CC[C@@H]2CCOc3ccc(C#N)cc3C(=O)N(C)C[C@@H](OC)[C@H](C)C(=O)N(C)C[C@@H]1O2,-2,nt,-8,-4,-5,-14,5
COC(=O)c1ccc(OCCN2C3=NCCN3c3ccccc32)cc1,nt,89,nt,10,1,nt,0
CCc1ccc(C(=O)NNC(=S)Nc2ccc(S(N)(=O)=O)cc2)s1,3,nt,-1,nt,6,nt,nt
COCCCNC(=S)Nc1ccc2nc3n(c(=O)c2c1)CCCCC3,4,nt,6,nt,-14,nt,nt
OC[C@@H]1[C@H](c2ccc(-c3ccc(F)cc3)cc2)[C@H]2CN(Cc3cccnc3)CCCCN12,0,1[16.7 µM],-4,-1,8,-1,0
O=C(C[C@H]1CC[C@@H]2[C@H](COC[C@@H](O)CN2Cc2ccncc2)O1)NCc1ccccc1Cl,2,2[16.7 µM],-1,-3,-9,8,2
O=C(Cc1ccc(Br)cc1)Nc1cccc(-c2cn3c(n2)SCC3)c1,2,nt,3,nt,1,nt,nt
COC(=O)c1ccc(NC(=O)CN2C(=O)CNC2=O)cc1,-6,-6,21,nt,nt,nt,-1
CCc1ccccc1NC(=O)Cn1nc(C(F)(F)F)c2c1CCC2,-4,nt,5,2,-1,9,-1
C[C@@H]1CN([C@H](C)CO)S(=O)(=O)c2ccc(C#Cc3ccc(F)cc3)cc2O[C@@H]1CN(C)C(=O)CN(C)C,1,-27[16.7 µM],1,-5,13,-3,1
CCOc1ncccc1C(=O)NNC(=O)CSc1ccc(Cl)cc1,-1,-2,-3,3,4,-1,1
COCC(=O)Nc1ccc2c(c1)[C@H]1C[C@H](CC(=O)NCc3ccccn3)O[C@@H](CO)[C@H]1O2,4,7[16.7 µM],-5,-4,nt,2,2
CC(C)S(=O)(=O)C/C(N)=N/OC(=O)c1cc(Cl)cc(Cl)c1,-3,3,-3,-7,1,-4,0
Cc1ccc(SCCNC(=O)c2ccccc2F)cc1,0,2,-3,7,-20,-1,5
COc1ccccc1-c1ccc2c(c1)O[C@@H](CN(C)C(=O)Nc1ccccc1)[C@H](C)CN([C@H](C)CO)S2(=O)=O,0,3[16.7 µM],6,5,-6,-25,-2
CCSC1=C(C#N)C(c2ccc(C)o2)CC(=O)N1 (stereo unspecified),-1,nt,1,nt,-2,nt,nt
COc1cccc(NC(=O)Nc2ccc3c(c2)C(=O)N(C)[C@H]2CC[C@@H](CC(=O)O)O[C@H]2CO3)c1,nt,21[16.7 µM],nt,-14,20,-6,-4
Cc1ccc(N2CC(C(=O)Nc3ccccc3N3CCCC3)CC2=O)cc1 (stereo unspecified),1,12,6,7,-4,7,0
CCN(CC(=O)Nc1ccc(OC)cc1)C(=O)Cc1ccsc1,-1,-6,nt,-6,-4,-9,-1
O=C(CCN1C(=O)c2ccccc2C1=O)N1CCN(Cc2ccc(Cl)cc2Cl)CC1,nt,-24,nt,-1,18,2,-2

Screens as filed in PubChem BioAssay.
